# GalR3 antagonist = blocks the human galanin receptor 3. HEK293 GalR3-CNG cAMP membrane potential fluorescence; galR3 body fused to GalR1 C-terminus. O60755. inhibition, % at 3 µM. actives 0.44% (n = 360,000);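 active means inhibition above the screen-wide average plus 3 SD, cut at about 13% in these data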;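 further: forskolin and galanin both at EC90 stimulate the cells; cAMP rise reported by CNG channel membrane potential dye signal; 0% = forskolin plus galanin with DMSO and 100% = forskolin alone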
# GPR7 antag = human neuropeptides B/W receptor 1 antagonism. P48145. GPR7-expressing cells, fluorescence antagonist assay. inhibition, % at 4.4 µM. actives 1.1% (n = 290,000); in the data active means inhibition above about 16%, passing the limit was not always enough;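 further: cells stimulated with the agonist NPW; 0% = agonist with vehicle and 100% = vehicle without agonist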
# NALP1 inh = blocks the NALP1 inflammasome reconstituted in yeast; S. cerevisiae NALP1/ASC/caspase-1 growth, X-gal OD620, 72 h; inhibition, % at 10 µM; actives 0.61% (n = 280,000); in the data active means inhibition mostly above about 24%, no sharp cut-off; inactive means mostly below about 32%; further: some compounds called inactive have numbers as strong as hits
# MEKK2mut PB1 HTS = signal of MEK5 binding to mutant human MEKK2 PB1 domain; percent response, % at 10 µM; AID 1530; actives 0.35% (n = 290,000); bead flow cytometry, Alexa488-MEK5 binding to MEKK2 mutant; in the data active means percent response above about 24%, passing the limit was not always enough; further: inactives centre near 1; some results filed as inactive read as strong as hits; reference of the scale not given here
# V1R ag counter = activates human V1a receptor in oxytocin agonist counter-screen; CHO-V1R cells, Fluo-8 calcium fluorescence, agonist mode; 0% DMSO, 100% 3 nM vasopressin; P37288; actives 0.25% (n = 320,000); activation, % at 3 µM;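 active means activation above the mean activation of all tested compounds plus 3 SD, per screening run, cut at about 20% in these data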;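 further: signal is peak over basal fluorescence ratio across a 100 second FLIPR read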
# Target sequence (P37288 whole entry, looked up): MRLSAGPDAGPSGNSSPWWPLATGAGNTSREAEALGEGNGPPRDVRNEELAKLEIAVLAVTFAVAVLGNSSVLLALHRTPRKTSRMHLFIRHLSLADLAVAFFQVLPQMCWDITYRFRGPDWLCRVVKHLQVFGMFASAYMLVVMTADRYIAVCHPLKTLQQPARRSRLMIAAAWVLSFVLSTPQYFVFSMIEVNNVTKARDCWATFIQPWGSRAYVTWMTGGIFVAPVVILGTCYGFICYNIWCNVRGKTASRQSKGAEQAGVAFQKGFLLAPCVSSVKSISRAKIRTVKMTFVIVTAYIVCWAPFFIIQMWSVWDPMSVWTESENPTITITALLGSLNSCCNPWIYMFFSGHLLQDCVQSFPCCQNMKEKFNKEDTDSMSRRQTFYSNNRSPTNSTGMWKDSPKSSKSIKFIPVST
# PHOSPHO1 block = inhibitors of human PHOSPHO1 phosphatase; inhibition, % at 13.3 µM; recombinant PHOSPHO1, absorbance phosphatase assay; actives 1.1% (n = 290,000); AID 1565; Q8TCT1; in the data active means inhibition above about 60%
# Target sequence (Q8TCT1 whole entry, looked up): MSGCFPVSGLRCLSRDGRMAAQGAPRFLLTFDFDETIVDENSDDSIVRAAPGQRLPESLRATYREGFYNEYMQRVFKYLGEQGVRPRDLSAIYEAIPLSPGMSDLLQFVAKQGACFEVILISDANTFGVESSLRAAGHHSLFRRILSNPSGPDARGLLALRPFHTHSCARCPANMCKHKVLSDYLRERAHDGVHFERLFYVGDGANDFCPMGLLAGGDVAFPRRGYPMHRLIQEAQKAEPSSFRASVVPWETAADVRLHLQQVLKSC
# OXTR ag = agonists of human oxytocin receptor | P30559 | CHO-OTR cells, Fluo-8 calcium fluorescence; normalized: DMSO 0%, oxytocin 100% | activation, % at 3 µM | actives 0.32% (n = 320,000) | AID 2435;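 active means activation above the mean of all tested compounds plus 3 SD, cutoff set per screening run, cut at about 20% in these data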;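 further: peak over basal fluorescence ratio from a 100 s FLIPR kinetic read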
# Target sequence (P30559 whole entry, looked up): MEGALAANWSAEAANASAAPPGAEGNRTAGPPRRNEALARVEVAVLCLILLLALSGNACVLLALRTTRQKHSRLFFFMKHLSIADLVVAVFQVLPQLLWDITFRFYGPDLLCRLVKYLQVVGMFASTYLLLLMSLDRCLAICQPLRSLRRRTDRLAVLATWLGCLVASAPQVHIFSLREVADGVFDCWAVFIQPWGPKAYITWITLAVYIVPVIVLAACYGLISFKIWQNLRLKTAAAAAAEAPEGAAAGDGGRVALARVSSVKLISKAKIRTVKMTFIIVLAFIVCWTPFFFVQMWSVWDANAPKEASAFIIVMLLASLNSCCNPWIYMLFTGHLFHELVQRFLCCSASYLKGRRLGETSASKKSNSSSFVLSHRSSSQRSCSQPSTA
# MEKK2 WT-MEK5 = raises or lowers MEK5 binding to wildtype human MEKK2 PB1 domain | bead flow cytometry, Alexa488-MEK5 binding to MEKK2 WT; actives lie on both sides | binding response (% of control), % at 10 µM | actives 1.1% (n = 290,000) | AID 1531; in the data active means binding response below about 67% or above about 130%
# MEKK3 PB1 HTS = raises or lowers MEK5 binding to the human MEKK3 PB1 domain. Q99759. bead-based flow cytometry, Alexa488-MEK5 binding to MEKK3; actives lie on both sides; 0 = blocked by unlabeled MEK5, 100 = vehicle. binding response (% of control), % at 10 µM. actives 1.4% (n = 290,000);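 active means binding response more than 3 SD above or below the average of its plate-row segment, actives on both sides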;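 further: Alexa488 bead fluorescence after subtracting the streptavidin-only scavenger bead signal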
# * hit, by the source's call; nt = no result given.
SMILES,GalR3 antagonist,GPR7 antag,NALP1 inh,MEKK2mut PB1 HTS,V1R ag counter,PHOSPHO1 block,OXTR ag,MEKK2 WT-MEK5,MEKK3 PB1 HTS
Cc1c([N+](=O)[O-])ccc(S(=O)(=O)N2CCC(C(N)=O)CC2)c1C,-3,1,26,-1,-0.8,-2,-0.5,106,106
Cc1nc(NC(=O)c2cnccn2)ccc1Br,-7,-1,23,-2,nt,25,nt,99,102
COCCNC(=O)C(NC(=O)C1CCC(C)CC1)C(C)C (configuration not stated),-2,-15,-4,-8,-0.9,19,1.0,91,91
CNC(=O)c1[nH]cnc1C(=O)Nc1ccccc1OC,-2,6,-30,7,-0.3,-8,1.2,109,106
N#CC1=C(N)SC(N)=C(C#N)C1c1ccoc1,nt,0,-25,5,5.3,21,5.1,102,102
CC(=O)NNC(=O)N1Cc2ccccc2Oc2ccc(Cl)cc21,nt,nt,nt,2,0.8,nt,-0.1,98,99
O=C(O)Cc1cn(-c2ccccc2)nc1-c1ccccc1,2,-19,-15,-3,0.8,32,0.5,95,97
O=C(c1ccc(Cl)c(S(=O)(=O)N2CCCC2)c1)N1CCN(c2ccccc2F)CC1,-4,0,2,7,7.9,20,-1.9,99,110
COc1ccccc1NC(=O)c1ccc2nc(C)c(C)nc2c1,-2,-17,21,8,0.0,23,-0.4,107,103
OC1CC(c2ccco2)NC2(CCCCC2)C1 (configuration not stated),-1,8,31,2,0.1,39,0.0,108,107
COc1cc([N+](=O)[O-])ccc1-c1ccc(C(=O)Nc2ccc(NC(C)=O)cc2)o1,3,-8,-3,6,0.8,-72,0.7,96,92
CCOC(=O)C1(CC)CC(CSc2nc3ccccc3[nH]2)OC1=O (configuration not stated),5,10,6,10,2.5,-8,2.3,93,101
CC(=O)N1c2ccccc2Nc2ccccc21,-5,-5,33,-3,-0.3,4,0.9,88,85
O=C(NNC(=O)c1ccc(S(=O)(=O)N2CCOCC2)cc1)c1ccccc1,-6,8,15,-4,1.3,18,0.6,96,103
O=C(N/N=C/c1cc([N+](=O)[O-])c(N2CCOCC2)cc1N1CCOCC1)c1cccnc1,-1,-18,-1,-2,-0.4,-20,1.1,99,100
O=C(Cn1cc2c(n1)CCCC2)Nc1cc(-c2cccc(Cl)c2)no1,3,-7,43,2,0.9,6,1.9,102,100
O=C(NNc1c([N+](=O)[O-])cc(C(F)(F)F)cc1[N+](=O)[O-])c1ccco1,-3,25,14,4,13,33,10,108,107
Cn1c(=NC(=O)c2ccccc2[N+](=O)[O-])sc2cccc(F)c21,0,-1,1,-3,0.0,15,3.6,100,104
COc1cc(CNC(=O)c2ccc(Cn3nc(C)c(Cl)c3C)o2)cc(OC)c1,-5,-1,16,nt,3.4,3,3.1,nt,nt
COc1ccc(/C=N/NC(C)(C)C)c(OC)c1,1,-3,10,-3,0.9,-2,1.2,89,80
COc1ccc(Br)cc1CNC(=O)CCNC(=O)Cn1ccc2ccccc2c1=O,2,-20,-2,-2,0.4,36,-1.1,93,95
COc1ccc2c(C)nc(Nc3nc(C)c(C)c(=O)[nH]3)nc2c1,-5,-8,6,-3,-0.6,23,-0.3,98,95
CCOC(=O)c1c(-c2ccccc2)nc2ccc(C)cn12,-6,-11,-4,-10,-1.1,-109,-2.4,80,83
O=C(CNC(=O)c1ccncc1)N/N=C/c1cc(Br)ccc1O,6,0,32,1,0.4,-15,0.1,105,106
O=C(O)CSCc1nc2ccccc2s1,-6,14,17,-3,1.1,24,1.1,100,96
Cc1oc(CC(C)C)cc1C(N)=O,-3,-3,0,-9,1.4,-6,-0.5,97,102
CCCOc1ccc(/C(O)=C2\C(=O)C(=O)N(CCCOC)C23C(=O)N(C)c2ccccc23)cc1 (configuration not stated),1,-1,17,4,0.9,-25,0.6,101,101
CC(C)NC(=O)C1CCCN(S(C)(=O)=O)C1 (configuration not stated),-5,-1,28,-10,-0.2,29,0.9,90,87
OCC1(Cc2ccccc2)CCN(C2CCN(c3ccc(F)c(F)c3)CC2)CC1,-7,3,8,-10,19,-3,16,106,103
Cc1cc(C)c(S(=O)(=O)NCc2csc(C)n2)c(C)c1,-9,18,17,-2,nt,42,nt,101,101
CCOC(=O)C1=C(CSc2nc3c(cc2C#N)CN(C)CC3)OC(N)=C(C#N)C1c1ccc(F)cc1 (configuration not stated),0,2,8,13,0.7,67*,-1.4,109,102
O=S(=O)(Nc1cccc(S(=O)(=O)N2CCOCC2)c1)c1ccc(Cl)s1,-2,-5,-6,-3,1.9,-19,2.4,97,102
CCOC(=O)C1CCN(C(=O)CSc2nnc(-c3ccco3)n2-c2ccccc2)CC1,4,-6,6,3,0.3,30,-0.1,104,107
CCOC(=O)c1cnc2ccc(OCC)cc2c1NCCN1CCOCC1,-5,-6,19,-12,-0.6,24,-2.0,91,100
O=S1(=O)C=C(Oc2ccc3ccccc3c2)c2ccccc21,nt,5,-20,2,1.0,-14,2.0,96,115
CC(=O)c1cn(CC(=O)Nc2ccccc2C(F)(F)F)c2ccccc12,-4,5,21,-5,4.7,19,1.8,100,97
COCCNC(=O)/C(C#N)=C/c1ccc(OCc2ccc(F)cc2)cc1,-2,5,6,5,5.4,-3,5.2,101,103
CSC1=NC2(CC(c3ccccc3)Oc3cc(O)ccc32)CC(C)(C)N1 (configuration not stated),1,3,6,-2,42*,1,21*,105,113
CCOC(=O)C1=C(N)N(c2ccc(N3CCCCC3)cc2)C(=O)C1,-3,-16,5,2,0.2,0,0.6,105,101
Cc1cc(C)nc(NS(=O)(=O)c2ccc(NC(=O)c3ccc(S(=O)(=O)N4CC(C)OC(C)C4)cc3)cc2)n1 (configuration not stated),-2,-6,6,3,0.2,-36,-0.1,102,96
CSc1c(SCc2ccccc2)cnn(Cc2ccccc2)c1=O,-12,-5,17,-2,0.5,-37,1.2,97,101
COc1ccc(C(=O)NCCc2nnc3ccc(SCC(=O)N4CCCCC4)nn23)cc1,-5,-5,8,1,0.8,2,1.5,103,99
CCCN1C(=O)c2ccccc2NC1c1cc(OC)c(OC)c(OC)c1 (configuration not stated),1,-3,28,-1,-1.1,10,-0.6,106,115
CN(C)Cc1c(-c2ccc(Cl)cc2)nc2ccccn12,-8,8,8,1,-0.7,-4,-1.7,107,107
COc1ccc(NC(=O)c2ccc(COCC(F)(F)F)cc2)cc1OC,2,18,18,-2,0.1,-10,-0.4,97,98
CCOC(=O)C(NC(C)=O)C(=O)Nc1ccc(C(C)C)cc1 (configuration not stated),-4,1,12,-6,0.9,22,0.2,94,100
COCCCNC(=O)CC1Oc2ccccc2NC1=O (configuration not stated),-2,-9,31,1,0.9,-14,1.2,107,107
Cc1c(S(=O)(=O)N2CCCC(C(=O)O)C2)cnn1C (configuration not stated),-2,-14,-4,-8,0.8,-7,-1.1,96,102
CCOC(=O)N1CCN(C(=O)CSc2cc(C)nc3c(-c4ccccc4OC)c(C)nn23)CC1,-5,-17,nt,1,-0.8,16,-1.2,105,103
COc1ccc(C(=O)N2CCC(C(=O)NCc3ccccn3)CC2)cc1,-4,-3,2,2,0.6,-14,2.3,110,106
C#CCNc1cc(-c2ccccc2)nc2ncnn12,-8,-10,0,0,0.2,-8,-2.0,99,103
COc1ccc(-n2nc(C(=O)NCC(=O)NC3CCCCCC3)c3ccccc3c2=O)c(OC)c1,-6,-8,2,5,3.9,8,-2.0,106,103
O=C(Nc1nc(-c2ccc3c(c2)OCO3)cs1)C1COc2ccccc2O1 (configuration not stated),nt,-4,nt,-7,-0.3,3,-2.0,87,85
Cc1ccccc1Oc1nc2ccccn2c(=O)c1/C=C(\C#N)C(=O)Nc1c(C)n(C)n(-c2ccccc2)c1=O,5,-5,19,0,0.6,-15,-0.7,101,122
C=CCN(c1cccc(C(F)(F)F)c1)S(=O)(=O)c1cccc(C(=O)OCC(=O)NC)c1,-7,-9,38,16,0.1,1,-1.6,118,97
COc1ccc(S(=O)(=O)N2CCN(CC(=O)Nc3ccccc3OC)CC2)cc1,2,-2,47,-13,2.5,29,1.4,84,93
Cc1cc(C)c2oc(C(=O)Nc3nnc(C(C)C)s3)cc(=O)c2c1,-2,-12,28,2,-0.3,2,0.0,118,212*
Cc1ccc(Cn2c(=N)n(CC(O)COc3ccccc3)c3ccccc32)cc1 (configuration not stated),-12,29*,8,13,28*,6,28*,134*,109
COc1ccc(C(=O)O/N=C2\CCCc3nonc32)cc1,2,-6,34,0,-0.7,-9,-0.6,104,99
Cc1nn(C)c(C(=O)Nc2ccc(Cl)c([N+](=O)[O-])c2)c1Cl,-3,-5,18,-5,3.2,6,1.1,93,96
# (further entries)
SMILES,GalR3 antagonist,GPR7 antag,NALP1 inh,MEKK2mut PB1 HTS,V1R ag counter,PHOSPHO1 block,OXTR ag,MEKK2 WT-MEK5,MEKK3 PB1 HTS
COc1ccc2c(c1)C1(Nc3ccccc3C(=O)N1c1ccccc1)C(=O)N2 (configuration not stated),-2,-10,13,-4,1.3,-7,0.9,95,97
Cc1sc(N)nc1C12CC3CC(CC(C3)C1)C2,1,3,6,-1,0.7,34,1.3,109,105
O=C1C(=O)N(CCN2CCOCC2)C(c2cccnc2)/C1=C(/O)c1ccccc1 (configuration not stated),nt,1,-16,-15,-0.1,-22,-0.5,84,89
Cc1cc(C(=O)NNC(=S)NC(C)c2ccccc2)c2ccccc2n1 (configuration not stated),-3,-6,-2,9,1.8,24,0.5,100,105
Cc1ccc(S(=O)(=O)CCC(=O)Nc2ccccc2Br)cc1,-10,2,11,12,1.0,16,-0.6,105,104
Cc1cc(NC(=O)C2CC=CCC2C(=O)O)ccc1NC(=O)c1ccccc1 (configuration not stated),-1,-4,17,-1,1.4,20,-0.4,98,101
CN(C)CCCNc1nc(-c2ccccc2)c2c(c1C#N)CC(C)(C)OC2,2,0,-6,-6,7.9,2,1.8,102,95
CC(C)(C)c1cnnn1-c1ccc(-c2csc(N)n2)cc1,-11,-19,39,3,1.1,-15,0.8,99,100
Cn1c(C(=O)OC(C(=O)NCc2ccco2)c2ccncc2)cc2sccc21 (configuration not stated),-3,-2,-5,4,-0.2,14,-1.9,103,103
Cc1ccc(-n2nnc(-c3nccs3)n2)cc1,-4,-12,11,2,-1.3,26,-2.1,98,102
CC(=O)N1N=C(c2cccc([N+](=O)[O-])c2)OC1(C)c1cccs1 (configuration not stated),0,4,-19,6,0.1,23,-1.0,98,103

# Three of the compounds above, with bars between the fields.
Compound | GalR3 antagonist | GPR7 antag | NALP1 inh | MEKK2mut PB1 HTS | V1R ag counter | PHOSPHO1 block | OXTR ag | MEKK2 WT-MEK5 | MEKK3 PB1 HTS
COCCCNC(=O)CC1Oc2ccccc2NC1=O (configuration not stated) | -2 | -9 | 31 | 1 | 0.9 | -14 | 1.2 | 107 | 107
CC(=O)N1c2ccccc2Nc2ccccc21 | -5 | -5 | 33 | -3 | -0.3 | 4 | 0.9 | 88 | 85
Cc1cc(NC(=O)C2CC=CCC2C(=O)O)ccc1NC(=O)c1ccccc1 (configuration not stated) | -1 | -4 | 17 | -1 | 1.4 | 20 | -0.4 | 98 | 101

# Quoted at random: three records from the list
SMILES,GalR3 antagonist,GPR7 antag,NALP1 inh,MEKK2mut PB1 HTS,V1R ag counter,PHOSPHO1 block,OXTR ag,MEKK2 WT-MEK5,MEKK3 PB1 HTS
CCOC(=O)N1CCN(C(=O)CSc2cc(C)nc3c(-c4ccccc4OC)c(C)nn23)CC1,-5,-17,nt,1,-0.8,16,-1.2,105,103
COCCCNC(=O)CC1Oc2ccccc2NC1=O (configuration not stated),-2,-9,31,1,0.9,-14,1.2,107,107
CC(C)NC(=O)C1CCCN(S(C)(=O)=O)C1 (configuration not stated),-5,-1,28,-10,-0.2,29,0.9,90,87

# Screens (PubChem)
